# FEN1 inhibitor: human FEN1 inhibition. AID 588795. Recombinant FEN1 flap cleavage, fluorescence, 15 min. 390,000 compounds, 0.35% hits. Potency, µM (top dose mostly 114 µM), without a hit: at the highest dose activity change, negative = inhibition, hits mostly inhibitors. P39748; note: nearly all actives have a fitted effect of over 65% in size
# Target sequence (P39748 whole entry, looked up): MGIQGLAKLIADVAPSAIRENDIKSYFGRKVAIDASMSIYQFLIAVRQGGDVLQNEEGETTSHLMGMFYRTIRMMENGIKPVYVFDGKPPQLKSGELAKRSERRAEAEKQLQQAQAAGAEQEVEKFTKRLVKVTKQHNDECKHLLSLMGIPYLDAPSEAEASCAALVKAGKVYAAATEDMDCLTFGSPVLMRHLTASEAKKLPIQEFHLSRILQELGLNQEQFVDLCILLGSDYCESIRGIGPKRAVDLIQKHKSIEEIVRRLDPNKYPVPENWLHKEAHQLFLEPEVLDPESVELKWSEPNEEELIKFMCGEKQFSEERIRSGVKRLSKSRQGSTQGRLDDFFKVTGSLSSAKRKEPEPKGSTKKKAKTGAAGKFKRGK
#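 Potency values derive from four-parameter Hill fits of normalized qHTS data. The reaction used 10 nM FEN1 preincubated 15 min at room temperature with compound, then 50 nM DNA substrate, read at 0 and 15 min.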
# GCN5L2 inh: inhibitors of human GCN5L2 histone acetyltransferase; Q92830; GCN5L2 HAT assay, ThioGlo1 CoA-SH fluorescence; Potency, µM (series often up to 58.9 µM), inactives show at the highest dose activity change, negative = inhibition, hits mostly inhibitors; 390,000 compounds, 0.21% hits
#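 qHTS, 1536-well. 20nM enzyme, pH 7.5 HEPES/EDTA/Tween-20 buffer; 15 min compound preinc., RT. Start: 75uM H3(1-25), 70uM AcCoA, 50uM ThioGlo1. Read Ex340/Em540 at t=0 (autofluorescence flag) and t=20 min.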
# TDP1 cell CPT: DT40-hTDP1 cell growth loss with CPT; chicken DT40 Tdp1-/-;hTDP1 cells + 20 nM CPT, ATP luminescence, 48 h; Potency, µM (top dose mostly 46.2 µM), without a hit: top-dose activity change, negative = growth inhibition, usual class: inhibitors; 420,000 compounds, 12% hits; AID 686979; note: nearly all actives have a fitted effect of over 55% in size
#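 Cell growth measured by CellTiter-Glo luminescence after a minimum 48 h, 37 C compound exposure with 20 nM CPT in Tdp1-knockout DT40 cells stably expressing hTDP1, seeded 400/well; qHTS titration format.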
# * = called active by the depositor; u = inconclusive; x = no result given; & = joins results of further samples; [ ] = remark or other dose. Calls come from the whole dose curve; as a rule, active = well fitted curve in the direction sought with a large enough effect; inconclusive = small, poorly fitted or top-dose-only effect, or another doubt; inactive = no such curve, though single readings can be large; an effect the other way counts as inactive or inconclusive. % is set by controls: 0 for no effect and ±100 for the full control effect; potency is the fitted concentration of half-maximal effect. An excerpt. The share of hits here may be higher or lower than overall.
# The first 3 records (preview)
SMILES,FEN1 inhibitor,GCN5L2 inh,TDP1 cell CPT
COc1ccc(Cn2c(SCc3ccc(C(=O)NC4CCCC4)cc3)nc3cccnc32)cc1,22%,0%,u
O=C(CSC1CC(=O)N(CCc2ccccc2)C1=O)Nc1ccc(Cl)cc1 (stereo unspecified),-14%,-13%,-10%
CCc1c(C(=O)NCc2cnn(C)c2)csc1C,-5%,-7%,-10%

# All compounds of this part, repeating the preview:
SMILES,FEN1 inhibitor,GCN5L2 inh,TDP1 cell CPT
COc1ccc(Cn2c(SCc3ccc(C(=O)NC4CCCC4)cc3)nc3cccnc32)cc1,22%,0%,u
O=C(CSC1CC(=O)N(CCc2ccccc2)C1=O)Nc1ccc(Cl)cc1 (stereo unspecified),-14%,-13%,-10%
CCc1c(C(=O)NCc2cnn(C)c2)csc1C,-5%,-7%,-10%
Cc1ccccc1N=C(NO)c1cccnc1,-12%,-3%,-1%
Cc1ccc(O)c(-c2cc(C(=O)NCc3ccccc3)[nH]n2)c1,7%,-3%,0%
Cc1cc(C)c(S(=O)(=O)c2ccccc2)c(Cl)n1,2%,1%,-9%
CSCCC(NC(=O)C1CCC(C)CC1)C(=O)NCCN1CCC(C)CC1 (stereo unspecified),4%,1%,-2%
Cc1ccc(S(=O)(=O)N2CCN(c3ccccn3)CC2)cc1,-3%,-4%,-12%
CCNCC(O)COCC(O)CNCC (stereo unspecified),2%,-1%,15%
COc1ccc(C(=O)N/N=C(/C)c2ccc(N3CCCCC3)cc2)cc1,3%,-9%,u
CCCCNC(=O)C(Cc1ccccc1)NS(=O)(=O)c1ccc2c(c1)c(=O)n(C)c(=O)n2C (stereo unspecified),-4%&-4%,-3%&-12%,22%&13%
COC(=O)Cc1ccc(NC(=O)c2ccc3c(c2)C(=O)N(Cc2ccco2)C3=O)cc1,6%,-9%,0%
CCCCCn1c(N)c(C#N)c2nc3ccccc3nc21,8%,-4%,-22%
Cc1[nH]c2ccccc2c1/C=N\NC(=O)CNc1ccc2c(c1)OCO2,-2%,-7%,1%
Cc1ccc(N2C(=O)CC3(CC4C=CC3C4)C2=O)cc1 (stereo unspecified),9%,3%,2%
COc1ccc(N2C(=O)c3ccccc3NC2c2cccnc2)cc1 (stereo unspecified),0%,-7%,19%
CCc1ccc(-c2cn3c(n2)sc2cc(C(=O)NC4CCCCCC4)ccc23)cc1,-1%,-9%,12µM*
N#CN=C1CCCCCN1CC(N)=O,1%,-5%,0%
O=C(Nc1nnc(C2CC2)s1)C1=NN(C2CCS(=O)(=O)C2)C(=O)CC1 (stereo unspecified),19%,0%,7%
S=C(Nc1ccccc1Cl)NC1CCCCCC1,-21%,5%,u
Cc1cccc(-c2nc(SCC(=O)Nc3cccc(C(F)(F)F)c3)n3[nH]c(=O)cc3n2)c1,-21%,-14%,-5%
COc1cc2c(cc1OC)CN(C(=O)c1ccc(OC)c(S(=O)(=O)N3CCOCC3)c1)CC2,-14%,-8%,-6%
CC(=O)c1c(C)[nH]c(C(=O)Nc2cccc(S(=O)(=O)N3CCOCC3)c2)c1C,-2%,3%,u
Cc1ccc(-c2nn(C)c(=O)c3ccccc23)cc1CNC(=O)CN1CCOCC1,0%,0%,u
COc1ccc(C2/C(=C(/O)c3ccc4c(c3)CC(C)O4)C(=O)C(=O)N2CCCn2ccnc2)cc1OC (stereo unspecified),-10%,x,5%
CC(C)(C)NC(=O)c1cc(Cl)ccc1[N+](=O)[O-],-3%,34%[activator],3%
Cc1csc(SCC(=O)Nc2ccccn2)n1,-2%,-1%,-3%
S=C(NCc1cccnc1)c1ccccc1,-9%,0%,4%
CCc1ccc(NC(=O)Cn2c3ncccc3c(=O)n2-c2ccc(C)c(C)c2)cc1,3%,-2%,u
CCN(CC)C(=O)C(=O)c1c(-c2ccccc2)[nH]c2ccccc12,14%,-15%,-22%
CC1=C(C(=O)Nc2cccnc2)C(c2ccc(Cl)cc2)n2nc(-c3ccccc3)nc2N1 (stereo unspecified),13%,-7%,16µM*
COc1ccc(/C=C/C(=O)OCC(=O)c2c(N)n(C)c(=O)n(C)c2=O)c(OC)c1,2%,-6%,-1%
Cc1ccc(OCCC(=O)OCC(=O)Nc2cc(C)cc(C)c2)cc1,-6%,-1%,-10%
COc1ccccc1Nc1nc2nonc2nc1N1CCCCC1C (stereo unspecified),-12%,-2%,u
O=C(Nc1ccc(OC(F)F)c(Cl)c1)[C@@H]1CCCN1C(=O)c1cccs1,1%,35%[activator],6%
Cc1cccc(-n2c(SCc3nc(-c4ccccc4C)no3)nnc2-c2ccccc2)c1,9%,-7%,0%
O=C(COC(=O)COc1ccccc1[N+](=O)[O-])NCc1ccc2c(c1)OCO2,-5%,-2%,6%
COc1ccccc1CNC(=O)c1ccc(CNc2c(N3CCCC3)c(=O)c2=O)cc1,14%,0%,u
OCCC1CN(Cc2c(O)ccc3ccccc23)CCN1CCc1ccccc1 (stereo unspecified),-19%,-1%,u
CO/N=C(\C(=O)N[C@@H]1C(=O)N2C(C(=O)O)=C(COC(C)=O)CS[C@H]12)c1csc(N)n1 (stereo in doubt),u,-2%&3%&-1%,-12%&0%&-11%&11%

# A different layout for part of the listing above:
Molecule: COc1ccc(C(=O)N/N=C(/C)c2ccc(N3CCCCC3)cc2)cc1
- FEN1 inhibitor: 3%
- GCN5L2 inh: -9%
- TDP1 cell CPT: u
Molecule: COc1cc2c(cc1OC)CN(C(=O)c1ccc(OC)c(S(=O)(=O)N3CCOCC3)c1)CC2
- FEN1 inhibitor: -14%
- GCN5L2 inh: -8%
- TDP1 cell CPT: -6%
Molecule: CCc1c(C(=O)NCc2cnn(C)c2)csc1C
- FEN1 inhibitor: -5%
- GCN5L2 inh: -7%
- TDP1 cell CPT: -10%
Molecule: COc1ccccc1CNC(=O)c1ccc(CNc2c(N3CCCC3)c(=O)c2=O)cc1
- FEN1 inhibitor: 14%
- GCN5L2 inh: 0%
- TDP1 cell CPT: u

# (more compounds)
SMILES,FEN1 inhibitor,GCN5L2 inh,TDP1 cell CPT
O=C(CCC(=O)N/N=C/c1ccccc1O)NCc1ccccc1,-2%,-3%,u
Cc1ccc(S(=O)(=O)N(Cc2ccccc2)Cc2ccco2)cc1,-22%,-14%,9.2µM*
CCOc1ccc2nc(NC(=O)C34CC5CC(CC(NC(C)=O)(C5)C3)C4)sc2c1,-14%,-4%,u
Cc1c(C(=O)N2CCOCC2)[nH]c2ccc(OCc3ccccc3)cc12,-4%,-3%,-22%
COc1ccc(-n2c(SCC(=O)/C(C#N)=C(\C)N)nc3ccccc3c2=O)cc1OC,2%,-6%,3%
Cc1cc(C)cc(NS(=O)(=O)c2ccc3[nH]cc(C(=O)NCCc4ccccc4)c(=O)c3c2)c1,-1%,0%,u
COc1ccc(S(=O)(=O)N2CCCCCC2)cc1C(=O)N(C)CC(=O)Nc1ccccc1Br,-7%,-2%,u
COc1ccc2c(CC(=O)NNC(=O)c3ccc(O)cc3)coc2c1,-6%,0%,31%[activator]
COc1ccc(CCNC(=O)c2nnc(Cc3ccc(Cl)cc3)o2)cc1OC,-6%&-6%,-5%&-12%,u
Cc1ccc(CSCc2ccc(C(=O)NCC3CCCO3)o2)cc1 (stereo unspecified),4%,-6%,-10%
COC(=O)c1ccc(Nc2nc(N3CCOCC3)nc(N3CCOCC3)n2)cc1,-6%,-2%,u
COC(=O)c1ccc(COc2cccc3c2OC(C)(C)C3)cc1,10%,u,u
COc1ccc([C@@H]2[C@@H]3C(=O)N(C(C)(C)C)C(=O)[C@@H]3[C@]3(Cc4ccc(Cl)cc4)C(=O)N(c4ccc(OC)cc4)C(=O)N23)cc1,-5%,-8%,0%
O=C(NCc1ccncc1)c1ccc(Cl)c(S(=O)(=O)N2CCOCC2)c1,2%,0%,4%
Cc1cc(C)n(-c2nnc(C)n2/N=C/c2ccccc2OCc2ccccc2Cl)n1,-1%,-5%,u
COC(=O)[C@@H]1C[C@H]2CC[C@H](O)C[C@H]2N1Cc1ccc(-c2ccccc2)cc1,-15%,-19%,-13%
COc1ccc(-n2c(=O)c3ccccc3n(CC(=O)NC3CCCCC3)c2=O)cc1OC,-12%,4%,-7%
CCOc1ncccc1C(=O)NNC(=O)c1cccc(S(=O)(=O)N2CCOCC2)c1,1%,-1%,-9%
CN(C)C(=O)OCC1COc2ccccc2O1 (stereo unspecified),-16%,-5%,3%
COc1ccc(C(=O)NNc2ncnc3c2cnn3-c2cccc(Cl)c2)cc1OC,-4%,-3%,u

# A few values from the results shown:
# Result of OCCC1CN(Cc2c(O)ccc3ccccc23)CCN1CCc1ccccc1 (stereo unspecified) under GCN5L2 inh: -1%
# Result of COc1ccc(-n2c(=O)c3ccccc3n(CC(=O)NC3CCCCC3)c2=O)cc1OC under TDP1 cell CPT: -7%

# Further structures.
SMILES,FEN1 inhibitor,GCN5L2 inh,TDP1 cell CPT
Cc1ccc(CNC(=O)C(C)OC(=O)c2cccs2)cc1 (stereo unspecified),1%,7%,-10%
O=C(Nc1ccc(-c2n[nH]c(=S)o2)cc1)c1ccccc1Br,-4%,-8%,1%
Cc1cc(N/N=C/c2ccc(F)cc2)nc(-n2nc(C)cc2C)n1,-17%,-3%,2.9µM*
COc1ccc2sc(-c3ccccc3OC)c(C#CC(C)(C)O)c2c1,-22%,-9%,u
CNC(=O)c1ccccc1-c1ccccc1,7%,-9%,0%
O=C(NCc1ccco1)C1CCN(S(=O)(=O)Cc2ccccc2)CC1,-18%,2%,-8%
CC(=O)C(Cc1ccccc1)NC(=O)CN1CCc2ccccc2C1 (stereo unspecified),-4%,-13%,12%
CCCn1nnnc1NC(=O)c1cc(Br)ccc1OC,4%,-6%,5%
CC(C)c1nc(SCC(=O)N2CCCc3ccccc32)c2c(=O)n(C)c(=O)n(C)c2n1,1%,-7%,7.3µM*
O=C(Nc1cc(S(=O)(=O)Nc2ccc(Cl)cc2)ccc1N1CCCCC1)c1ccc(F)cc1Cl,-16%,-17%,u
CC(/C=N/NC(=O)c1ccc(Cn2cc([N+](=O)[O-])cn2)o1)=C\c1ccccc1,-12%,-3%,-17%
Cn1c2ccccc2c(=O)c2cc(C#Cc3ccccn3)ccc21,-21%,4%,-18%
Cc1ccc(C)c(N(CC(=O)NC2CCCCC2)C(=O)c2csnn2)c1,5%,1%,5%
COc1ccccc1C(=O)Nc1c(C(=O)N2CCN(c3ccc(F)cc3)CC2)oc2ccccc12,-9%,38%[activator],-17%
NC(=O)c1ccccc1Br,-1%&17%,-3%,-1%
CC(C)c1onc(C(=O)N2CCCCC2C)c1[N+](=O)[O-] (stereo unspecified),0%,2%,0%
CC(C)CN(C(=O)CN1CCN(S(=O)(=O)c2ccccc2)CC1)c1c(N)n(CC(C)C)c(=O)[nH]c1=O,10%,-1%,4%
CCOC(=O)C1=NN(c2ccccc2)C2=NC(C)=C(C(=O)OC)C(c3ccc(C)cc3)N12 (stereo unspecified),-5%,-10%,-19%
COc1ccc2c(-c3ccc(OCCN4CCOCC4)cc3)c(-c3ccccc3OC)sc2c1,-22%,-7%,21µM*
Cc1cccc(N2CCN(C(=O)c3ccc4ccccc4c3)CC2C)c1 (stereo unspecified),-23%,-17%,u
Cc1oc2c(C)c3oc(=O)c(CC(=O)N4CCCCC4)c(C)c3cc2c1C,-7%,-3%,21µM*
CCOC(=O)C1CCCN(C(=O)C2CCN(S(=O)(=O)c3ccc(Cl)c(C(F)(F)F)c3)CC2)C1 (stereo unspecified),u,x,u
CC(C)c1ccc(NC(=O)COC(=O)c2nn(C)c(=O)c3ccccc23)cc1,-3%,0%,-15%
CCOCCCNC(=O)c1ccc(-n2c(-c3ccccc3)cc3c2CCCC3)cc1,11%,-13%,9.2µM*
Cc1ccc(Cn2nnnc2CN2CCC(c3nc4ccc(Cl)cc4[nH]3)CC2)cc1,-13%,-2%,2.6µM*
COc1ccc(-c2nc3n(c(=O)c2C#N)CCS3)c(OC)c1,-6%,-17%,1%
CCCn1nnc(NC(=O)c2cccc(OCc3ccccc3)c2)n1,7%,-8%,-7%
CC(C)(C)C(=O)CNS(=O)(=O)c1ccc(S(=O)(=O)NC2CC2)cc1,-4%,-10%,-2%
C(=C\c1nc2ccccc2nc1/C=C/c1ccc2c(c1)OCO2)/c1ccc2c(c1)OCO2,11%,x,u
Oc1cc(O)cc(-c2cc3ccc(O)cc3o2)c1,-9%,x,-2%
C[C@H]1CN([C@@H](C)CO)C(=O)Cc2cc(NC(=O)Nc3ccccc3)ccc2O[C@H]1CN(C)Cc1ccccc1,-31%,x,21µM*
O=C1/C(=C/c2ccccc2)CCC1C1CCCC1 (stereo unspecified),0%,-1%,3%
COc1cccc(-n2nnnc2SCC(=O)NC2CCCC2)c1,-2%,-3%,8%
Cc1cccc2cc(/C=C3\N=C(c4ccccc4)OC3=O)c(N3CCOCC3)nc12,-3%,0%,u
O=C(/C=C\c1ccc2c(c1)OCO2)CC1(O)C(=O)Nc2ccccc21 (stereo unspecified),-10%,-11%,u
N#CCSc1nnc(CNc2ccc(F)cc2)o1,-13%,-7%,-5%
Cc1cccc(OCCCC(=O)Nc2ccc(S(=O)(=O)Nc3ncccn3)cc2)c1C,15%,-4%,-4%
